# Compound activity (PubChem BioAssay)
# 5HT1a ag – 5-HT1a (human) receptor agonism; CHO 5-HT1a Ga15 NFAT-bla reporter, FRET ratio; 0% basal, 100% maximal reference agonist; activation, % at 10 µM; actives 0.56% (n = 65,000); P08908;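 active = activation above the screen-wide mean activation plus 3 SD, cut at about 19% in these data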;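 also: 0% = DMSO wells and 100% = 5-CT at EC100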
# M1 agonist – M1 muscarinic receptor agonism. CHO-M1 cells, Fluo-4 calcium fluorescence, agonist mode; active compounds read high. B-score at 10 µM. actives 3% (n = 64,000);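 active = fluorescence rise, raw or as B-score row- and column-corrected plate score, outside the 99.7% band of its plate's samples, either direction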
# D1 mod – allosteric modulators of human D1 dopamine receptor; P21728; actives 5.9% (n = 58,000); HEK293 D1, CRE-luciferase, dopamine EC30 potentiation; actives deviate in either direction; B-score at 10 µM;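 active = luminescence count or its row- and column-corrected plate score outside the 99.7% band of the plate's sample wells, on either side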
# Hsp90 inh – displaces geldanamycin probe from tumor Hsp90. actives 0.35% (n = 64,000). inhibition, % at 30 µM. NCI-N417 lysate Hsp90, Cy3B-geldanamycin FP displacement;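 active = inhibition above 50%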;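 also: 0% = tracer plus lysate wells and 100% = tracer alone without lysate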
# Autofluor 339 – intrinsic fluorescence of library compounds, ex339/em460 – biochemical, MLSMR library, data from DPM-DC assay, artefact control, profiling panel; AID 709; compound autofluorescence, ex339/em460 nm, NADH buffer; active compounds read high; 1 = no-compound wells, NADH background; actives 5.5% (n = 65,000); fluorescence fold increase at 10 µM;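 active = at 10 µM, mean starting fluorescence two-fold or more over control wells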;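 also: signal is the first read of a kinetic run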
# Her2 expr inh – lowers expression of human Her2 kinase | SKBR-3 HER2 protein level, AlphaScreen, 18-24 h; active compounds read low | actives 0.69% (n = 65,000) | HER2 level % of control, % at 10 µM;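 active = HER2 level under 5% of the carrier-only control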;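 also: 100% = DMSO carrier and 0% = 500 nM PU-H71 HSP90 inhibitor; lower value means stronger loss of Her2 protein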
# E coli RNAP – inhibitors of Escherichia coli RNA polymerase | actives 0.2% (n = 62,000) | E. coli RNA polymerase, fluorescence transcription assay | inhibition, %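 (tested at 10 µM)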 | AID 559; in the data active = inhibition above about 20%;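 also: 0% = enzyme without compound and 100% = no enzyme blank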
# Target sequence (P0A8V2 whole entry, looked up): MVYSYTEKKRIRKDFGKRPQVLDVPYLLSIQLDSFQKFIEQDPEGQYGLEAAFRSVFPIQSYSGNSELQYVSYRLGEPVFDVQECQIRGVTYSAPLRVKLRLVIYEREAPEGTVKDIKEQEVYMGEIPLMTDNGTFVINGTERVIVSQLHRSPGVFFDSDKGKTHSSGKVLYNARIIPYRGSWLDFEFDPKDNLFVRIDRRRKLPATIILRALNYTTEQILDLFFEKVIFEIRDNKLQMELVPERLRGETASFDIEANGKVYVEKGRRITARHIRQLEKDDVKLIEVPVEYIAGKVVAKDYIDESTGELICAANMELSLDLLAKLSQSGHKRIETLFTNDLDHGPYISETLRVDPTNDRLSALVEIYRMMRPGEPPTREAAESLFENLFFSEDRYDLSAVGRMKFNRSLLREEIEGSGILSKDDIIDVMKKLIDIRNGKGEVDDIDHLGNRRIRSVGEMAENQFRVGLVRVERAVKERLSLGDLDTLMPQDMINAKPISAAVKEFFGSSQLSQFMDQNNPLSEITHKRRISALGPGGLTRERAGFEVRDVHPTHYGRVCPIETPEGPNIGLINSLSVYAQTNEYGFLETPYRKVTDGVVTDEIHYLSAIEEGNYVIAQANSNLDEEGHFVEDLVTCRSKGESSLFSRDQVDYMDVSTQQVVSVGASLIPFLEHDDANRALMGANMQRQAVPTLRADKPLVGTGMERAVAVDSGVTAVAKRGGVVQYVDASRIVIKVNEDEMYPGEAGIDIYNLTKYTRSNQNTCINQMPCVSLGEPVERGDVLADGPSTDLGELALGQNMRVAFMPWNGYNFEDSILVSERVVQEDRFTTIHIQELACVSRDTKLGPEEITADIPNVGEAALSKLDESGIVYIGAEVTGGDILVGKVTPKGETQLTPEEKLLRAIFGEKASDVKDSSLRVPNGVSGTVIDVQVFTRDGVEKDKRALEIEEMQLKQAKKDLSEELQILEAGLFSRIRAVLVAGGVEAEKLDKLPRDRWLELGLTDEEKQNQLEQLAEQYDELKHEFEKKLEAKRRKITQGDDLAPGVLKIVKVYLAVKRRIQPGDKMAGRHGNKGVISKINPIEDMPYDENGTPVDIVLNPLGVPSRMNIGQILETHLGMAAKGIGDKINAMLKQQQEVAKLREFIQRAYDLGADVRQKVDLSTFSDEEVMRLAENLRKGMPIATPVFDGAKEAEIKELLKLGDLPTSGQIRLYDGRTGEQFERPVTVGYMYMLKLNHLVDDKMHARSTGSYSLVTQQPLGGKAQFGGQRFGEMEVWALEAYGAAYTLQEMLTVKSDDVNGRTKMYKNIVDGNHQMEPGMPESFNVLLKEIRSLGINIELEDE
# M1 antagonist – blocks the rat M1 muscarinic receptor response to acetylcholine. P08482. CHO-M1 cells, Fluo-4 calcium, ACh EC80 antagonist mode; active compounds read low. B-score at 10 µM. actives 3.4% (n = 64,000). AID 628;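 active = calcium fluorescence response, raw or row-and-column corrected B-score, differing from the plate sample mean either way at a set confidence level, mostly lower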
# NADH enzymes – inhibition of NAD/NADH coupling enzymes, library profiling; coupled PK/LDH NADH assays, four targets; AID 774; actives 0.02% (n = 65,000); IC50, µM (highest dose often 10 µM), inactives show at the top dose inhibition;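 active = single-dose screening hits from any of four coupled enzyme assays that gave an IC50 when retested across doses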;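 also: the DPM-DC format reads NADH fluorescence rather than 340 nm absorbance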
# The depositor's hits bear a star; . = no result given; [ ] = dose if it differs, or a comment.
SMILES,5HT1a ag,M1 agonist,D1 mod,Hsp90 inh,Autofluor 339,Her2 expr inh,E coli RNAP,M1 antagonist,NADH enzymes
CCc1[nH]c(=O)c(C#N)c2c1CSC(C)(C)C2,-2.1,-0.52,.,-2,1.1,87,10,0.41,14%
O=C(NCCN1CCCCCC1)c1ccc(N2CCCC2=O)cc1,-5.5,-1.1,0.11,-2,1.1,75,3,2.3*,3%
C/C=C/c1ccc(OC)c(OC(C)=O)c1,-1.0,0.19,0.2,4,1.1,107,7,-0.29,0%
Cc1cccc2cc(CN(CC3CCCO3)C(=O)c3cnccn3)c(=O)[nH]c12 (centres undefined),0.0,0.057,0.32,-4,1,134,10,0.41,4%
COC(=O)C(O)(CC(=O)c1ccc(OC)cc1)C(F)(F)F (centres undefined),-0.5,-0.012,-0.13,-2,1,103,6,0.38,4%
COc1ccc(CCNC(=O)c2cc3sccc3n2C)cc1OC,0.9,0.003,4.1*,-1,1,100,5,0.78,9%
CCOc1ccc2nc(SC(CC)C(=O)Nc3cc(C)on3)sc2c1 (centres undefined),0.4,0.66,0.012,-3,1.1,113,1,0.29,10%
O=C(CN1C(=O)c2ccccc2S1(=O)=O)Nc1ccc(S(=O)(=O)N2CCCC2)cc1,-2.1,-0.51,-0.88,-4,1.1,106,8,-0.13,2%
CC(C)N1CCc2c(sc(NC(=O)c3ccc(S(=O)(=O)N4CCOCC4)cc3)c2C#N)C1,-2.4,1.9,.,3,1.1,99,8,-0.41,7%
CCOC(=O)Cn1nnc(-c2ccc(S(C)(=O)=O)cc2)n1,-0.9,-0.87,-0.36,-4,1.1,102,6,0.51,2%
Cc1cc(=O)[nH]c(N2CCN(C(c3ccccc3)c3ccccc3)CC2)n1,-1.8,-0.32,-0.1,-2,1.2,77,-2,-0.53,6%
O=C(Nc1nncs1)C1(c2ccccc2)CCCC1,-4.4,-0.32,0.56,1,1.1,110,-2,-0.19,8%
c1ccc(OCc2nn3c(-c4ccccn4)nnc3s2)cc1,.,-0.59,.,.,0.9,102,10,-0.54,4%
CCOCCn1c(SCCc2ccccc2)nc2c1c(=O)[nH]c(=O)n2C,0.7,1.3,0.51,-1,1.1,98,-7,-0.21,4%
Cc1ccccc1-c1nnc(SCC(=O)Nc2ccc3c(c2)OCCO3)n1N,-2.2,0.027,0.59,.,1.1,104,-3,-0.46,11%
COc1ccc(OCC(O)CN2C(=O)NC(C)(C)C2=O)cc1 (centres undefined),-0.4,0.00061,.,2,1.1,100,6,0.51,4%
COCCN1Cc2cccc(C(=O)Nc3c(C)cccc3C)c2C1=O,0.9,0.17,-0.06,0,1.1,100,4,1.3,7%
C=CCn1c(SCc2c(C)noc2C)nnc1C1COc2ccccc2O1 (centres undefined),2.2,2.3,0.64,-3,1,127,15,-0.5,5%
O=C(CN1CCOc2ccccc21)N1CCN(c2cccc(Cl)c2)CC1,1.0,-0.34,-0.31,-3,1.1,87,1,-0.077,4%
COc1ccc(CCNC(=O)c2ccc(CN3CCOCC3)cc2)cc1,-0.6,-0.55,-0.3,-2,1,103,3,0.29,8%
Oc1ccccc1-c1nc(N2CCN(Cc3ccccc3)CC2)c2ccccc2n1,-1.4,-1.2,-0.14,-15,1.1,73,5,2.7,3%
O=C(CSCc1ccc(Br)cc1)N1CCOCC1,-2.3,1.4,-0.7,-1,1.1,87,2,-0.37,2%
COC(=O)CC(=O)CSc1nc2c(cc1C#N)CCC2,-3.0,1.9,0.11,-27,3.8*,114,11,1.7,1%[fluoresces]
O=C(NCC(=O)N(Cc1cccs1)C(C(=O)NC1CCCC1)c1ccncc1)c1ccco1 (centres undefined),-5.9,0.7,-0.96,-6,1.1,95,-12,-2.9,3%
O/N=C(/CN(O)/C=C1/C=CC=N1)c1cccs1,-2.6,0.35,-0.25,-2,1.1,101,5,-0.026,3%
COC(=O)N1CC(c2ccccc2)CC1=O (centres undefined),-0.6,-0.031,0.077,0,1,103,8,-2.3*,1%
Cc1nn(Cc2ccccc2Cl)c(C)c1C(=O)NCc1ccco1,-0.9,0.092,2.3,2,1.1,91,8,0.74,8%
COc1cccc(C(=O)Nc2ccc(-c3nnc(-c4ccco4)o3)cc2)c1,2.8,5.6*,.,-5,1.4,85,10,-0.041,10%
CCOC(=O)c1[nH]c2ccc(OC)cc2c1NC(=O)CCN1CCN(Cc2ccccc2)CC1,-2.8,1.4,-0.52,3,2.4*,95,1,-4.6*,11%[fluoresces]
CC1=C(C)C(=O)N(c2ccc(C(=O)O)cc2)C1=O,-2.2,-0.47,-0.78,2,1,85,6,0.48,5%
CC(=O)Nc1cc(NC(C)=O)c2nc(N)sc2c1,-1.7,-0.75,-0.0068,4,1,104,1,-0.1,6%
CCC1CCc2c(sc3ncnc(N4CCOCC4)c23)C1 (centres undefined),-2.0,0.96,17*,4,1.1,86,7,-0.23,3%
O=C(NCc1ccccn1)c1coc(=O)c(Br)c1,2.4,0.18,0.51,-9,2.4*,163,-8,-0.059,9%[fluoresces]
Cn1c(C(=O)NCCCN2CCCC2=O)cc2c(=O)n3ccccc3nc21,-0.2,-0.99,1.5,0,4.9*,70,-47,1.6,11%[fluoresces]
c1nc(N2CCOCC2)c2[nH]cnc2n1,-4.1,-0.46,0.66,12,1.1,86,.,-0.34,6%
COc1ccc(NC(=O)c2ccco2)cc1N,-1.1,-0.35,-1.5,-1,1,95,-5,0.83,6%
COc1cccc(CN2C(=O)C3(C(C#N)=C(N)OC4=C3C(=O)CCC4)c3ccccc32)c1 (centres undefined),1.3,0.33,.,-9,1,72,12,-0.53,2%
CCOC(=O)COc1ccc(CCNC(C)=O)cc1,-0.5,-0.67,-0.71,2,1.1,99,-4,0.11,2%
CC1CCCC(C(=O)OCc2ccccc2)N1 (centres undefined),-0.1,0.58,-0.15,-1,1,124,9,0.26,2%
COC(=O)C1=C(C)N(C)C(C)=C(C(=O)OC)C1c1ccccn1,-3.5,-0.4,-0.13,-4,1.1,94,.,0.62,0%
Cc1cc(=O)oc(C)c1C(=O)Nc1ccc2nsnc2c1,-0.5,0.3,.,-5,1.8,90,5,0.016,5%
CC(=O)Cc1nsc(NC(=O)C2Cc3ccccc3C(=O)O2)n1 (centres undefined),-0.3,0.02,-0.25,-2,1,101,-1,-0.02,5%
O=C(COc1ccc(-c2nnco2)cc1)N1CCN(S(=O)(=O)c2ccc3ccccc3c2)CC1,4.5,0.65,-0.14,-1,1.1,84,6,0.033,5%
Cc1ccc(S(=O)(=O)Cn2nnnc2C(c2ccc(F)cc2)N2CCCCC2)cc1 (centres undefined),-0.6,0.56,-0.84,2,1.1,82,12,-1.6,1%
COCc1nc2ccccc2n1Cc1ccccc1Br,-1.4,0.86,0.0098,-3,1.1,96,-3,0.012,6%

# Some of the entries so far, as tab-separated lines:
Structure	5HT1a ag	M1 agonist	D1 mod	Hsp90 inh	Autofluor 339	Her2 expr inh	E coli RNAP	M1 antagonist	NADH enzymes
c1nc(N2CCOCC2)c2[nH]cnc2n1	-4.1	-0.46	0.66	12	1.1	86	.	-0.34	6%
COc1ccc(NC(=O)c2ccco2)cc1N	-1.1	-0.35	-1.5	-1	1	95	-5	0.83	6%
COc1cccc(CN2C(=O)C3(C(C#N)=C(N)OC4=C3C(=O)CCC4)c3ccccc32)c1 (centres undefined)	1.3	0.33	.	-9	1	72	12	-0.53	2%
CCOC(=O)COc1ccc(CCNC(C)=O)cc1	-0.5	-0.67	-0.71	2	1.1	99	-4	0.11	2%
CC1CCCC(C(=O)OCc2ccccc2)N1 (centres undefined)	-0.1	0.58	-0.15	-1	1	124	9	0.26	2%
COC(=O)C1=C(C)N(C)C(C)=C(C(=O)OC)C1c1ccccn1	-3.5	-0.4	-0.13	-4	1.1	94	.	0.62	0%
Cc1cc(=O)oc(C)c1C(=O)Nc1ccc2nsnc2c1	-0.5	0.3	.	-5	1.8	90	5	0.016	5%
CC(=O)Cc1nsc(NC(=O)C2Cc3ccccc3C(=O)O2)n1 (centres undefined)	-0.3	0.02	-0.25	-2	1	101	-1	-0.02	5%
O=C(COc1ccc(-c2nnco2)cc1)N1CCN(S(=O)(=O)c2ccc3ccccc3c2)CC1	4.5	0.65	-0.14	-1	1.1	84	6	0.033	5%
Cc1ccc(S(=O)(=O)Cn2nnnc2C(c2ccc(F)cc2)N2CCCCC2)cc1 (centres undefined)	-0.6	0.56	-0.84	2	1.1	82	12	-1.6	1%
COCc1nc2ccccc2n1Cc1ccccc1Br	-1.4	0.86	0.0098	-3	1.1	96	-3	0.012	6%

# The listing continues.
SMILES,5HT1a ag,M1 agonist,D1 mod,Hsp90 inh,Autofluor 339,Her2 expr inh,E coli RNAP,M1 antagonist,NADH enzymes
O=S(=O)(NCC(c1cccnc1)N1CCN(c2ccc(F)cc2)CC1)c1ccccc1 (centres undefined),-4.8,-0.0081,-0.0073,-2,1.1,96,.,0.46,5%
CC(O)Cc1nsc(NC(=O)c2ccc(Br)o2)n1 (centres undefined),-0.7,-0.03,0.28,-5,1.1,114,6,0.36,1%
COc1cccc(OC)c1OCCCCN1CCCC1,-2.4,0.55,-1.3,-4,1,107,8,-0.6,20%
Cc1[nH]c2ccc(-c3n[nH]c(=S)n3C)cc2c1C,-5.1,-1.2,0.93,0,1,98,2,0.3,17%
CCOC(=O)C1C2C=CC3(CN(Cc4cccs4)C(=O)C13)O2 (centres undefined),2.1,-0.38,0.23,0,1.1,98,11,-1.4,4%
CCOC(=O)C1=C(c2ccccc2)Nc2nc(C)nn2C1c1cccc(OC)c1OC (centres undefined),-1.9,0.25,0.19,-2,1,92,7,0.62,3%
N#Cc1ccc(CSc2nnc(-c3cccc(S(=O)(=O)N4CCCCC4)c3)o2)cc1,0.1,-2.3,.,11,1.1,96,2,0.008,4%
O=C(O)C1CCCN1C(=O)OCc1ccccc1 (centres undefined),-1.2,0.57,-0.8,2,1.1,75,2,0.89,5%
CCn1c(C)cc(=S)c2ccccc21,0.0,0.085,0.47,-59,1.2,-19*,6,-0.00019,3%
COc1ccc(N2CCCn3c2nc2c3c(=O)n(CCN3CCOCC3)c(=O)n2C)cc1,-1.9,0.61,-0.087,-2,1.1,123,3,0.067,3%
Cc1ccc(S(=O)(=O)N(CCC#N)CCN2CCCC2)cc1,-2.0,0.76,-0.26,-1,1.1,122,6,-0.69,0%
NC(=O)c1c(NC(=O)CN2C(=O)CCC2=O)sc2c1CCCCC2,-0.8,0.16,0.15,-3,1,83,-4,0.63,4%
CCCc1cc(=O)[nH]c(SCC(=O)N(CC)Cc2ccccc2)n1,-0.2,-0.092,-0.33,.,1.1,77,9,0.042,5%
O=C1CCC(C(=O)O)(c2ccccc2)C1 (centres undefined),-3.6,0.62,-1,-3,1.1,102,11,0.76,12%
Cc1ccc(C(C)C)c(OCc2nnc(SCC(=O)Nc3nccs3)n2C)c1,-0.2,1.6,-0.68,0,1.1,119,9,1.1,0%
COc1ccc(/C=N/n2cncn2)cc1CSc1ccccn1,-0.5,-1.2,.,-6,1.1,124,-11,-0.11,3%
CC(C)(C)c1ccc(-c2nc(-c3ccncc3)no2)cc1,0.9,0.37,-0.48,.,.,.,-5,0.25,.
COc1ccc(C(=O)Nc2cccc(C(=O)N3CCCC3)c2)cc1,1.5,0.53,.,-3,1.1,115,4,-0.0049,5%
CCC(=O)Nc1ccc(NC(=O)Cc2ccccc2)cn1,-3.5,-0.92,0.41,-9,1.1,87,-1,0.34,2%
COc1ccc(OC)c(NC2=NC3(CCCC3)N=C(N)N2)c1,0.3,1.5,.,5,1.2,72,3,0.019,1%
